High-throughput results (PubChem BioAssay)
MITF TRPM1 inh = reduces MITF-dependent TRPM1 promoter luciferase signal. AID 488899. SK-MEL-5 TRPM1 promoter luciferase, 24 h. inhibition, % at 12.5 µM. actives 0.83% (n = 330,000);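 active = mean inhibition across replicates of 60% or more, whatever share of single replicates reaches that level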; also: values of inactives mirror those of a sister screen read the other way
HIF-2a block = HIF-2a inhibition; AID 624352; 786-0 RCC cells HIF-2a reporter, luciferase luminescence, overnight; actives 0.72% (n = 360,000); inhibition, % at 18.8 µM;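 active = inhibition of the luminescence signal of 40% or more relative to plate controls, in a single-dose primary screen at 18.75 µM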
NR2E3 ag-1 = NR2E3 (human) agonism; Q9Y5X4; actives 0.12% (n = 320,000); GST-NR2E3/biotin-RetCOR TR-FRET, 1536-well; AID 2300; inhibition of corepressor binding, % at 4.78 µM;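 active = percent inhibition above the cutoff of mean plus 3 SD of all tested compounds, set per screening campaign, cut at about 20% in these data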;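 also: 0% = DMSO wells and 100% = biotin wells as full block of FRET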
Target sequence (Q9Y5X4 whole entry, looked up): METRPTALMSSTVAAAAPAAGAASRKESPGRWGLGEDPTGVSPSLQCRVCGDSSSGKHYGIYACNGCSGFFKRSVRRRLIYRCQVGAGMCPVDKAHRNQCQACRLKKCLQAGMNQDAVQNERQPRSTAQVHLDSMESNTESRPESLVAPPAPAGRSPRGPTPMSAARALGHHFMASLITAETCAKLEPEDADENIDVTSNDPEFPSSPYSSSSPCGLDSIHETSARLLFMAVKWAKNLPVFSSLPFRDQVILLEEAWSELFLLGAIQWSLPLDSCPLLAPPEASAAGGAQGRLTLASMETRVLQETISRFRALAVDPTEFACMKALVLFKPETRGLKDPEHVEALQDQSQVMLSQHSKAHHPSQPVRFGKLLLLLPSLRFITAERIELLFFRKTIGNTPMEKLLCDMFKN
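Material: NR2E3–RetCOR corepressor complex | Quantity: 1.35 nM GST-tagged NR2E3 final | Schedule: 5 h at 4 °C | Replication: Singlicate compound wells | Reagent: RetCOR corepressor, biotinylated, 7 nM | Controls: Biotin wells as high control, 0.6% DMSO wells as low control | Signal: TR-FRET, Eu(K)-anti-GST donor, streptavidin-D2 acceptor, ex 340, em 617/671 nm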
TWEAK-Fn14 inh = inhibitors of TWEAK-Fn14 interaction signaling. TWEAK-stimulated Fn14 reporter cells, luciferase luminescence, 8 h. inhibition, % at 10 µM. actives 2% (n = 360,000); in the data active = inhibition above about 50%
KKLEB cytotox = CF airway cell cytotoxicity counter-screen; KKLEB CF airway cells viability, ATPlite luminescence, overnight; stronger effect = lower value; cells stimulated with P. aeruginosa culture filtrate; activity change (cytotoxicity), % at 5 µM; actives 0.36% (n = 360,000); AID 602141;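 active = corrected activity change at or below -50% at 5 µM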
CF NFkB block = cystic fibrosis NF-kB activation inhibition; KKLEB NF-kB-GFP reporter, PAF-induced, GFP fluorescence overnight; inhibition, % at 5 µM; actives 0.86% (n = 360,000); AID 588850;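 active = at least 50% inhibition at 5 µM, scaled per plate between neutral and stimulator controls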;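 also: PAF is a Pseudomonas aeruginosa culture filtrate used as stimulus; plate controls were PAF-stimulated DMSO wells for no effect and unstimulated DMSO wells for full effect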
NR2E3 ag-2 = agonists of human NR2E3 nuclear receptor; CHO-S Gal4-NCOR/VP16-NR2E3 two-hybrid, luciferase; inhibition of corepressor binding, % at 3.98 µM; actives 0.35% (n = 360,000); AID 602229;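 active = inhibition above the mean of all tested compounds plus 3 SD, cut at about 70% in these data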;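 also: 0% = DMSO with NR2E3 transfected cells and 100% = cells lacking NR2E3 construct; higher means lower luciferase signal from less NR2E3 corepressor binding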
TRAIL sens C8 = sensitizes caspase-8 expressing cells to TRAIL. NB7+C8 cells + TRAIL, ATPlite viability luminescence. inhibition (viability loss, TRAIL sensitization), % at 10 µM. actives 1% (n = 360,000). AID 624354;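 active = compounds causing at least 50% loss of cell viability in the single-dose screen, relative to plate controls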
Shn3 inh set2 = Schnurri-3 reporter inhibition in Clone20 osteoblasts; actives 0.52% (n = 360,000); Clone20 osteoblast Shn3 3'UTR firefly luciferase, 24 h; AID 588674; inhibition, % at 12.5 µM;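 active = mean inhibition of at least 75% with every replicate also reaching 75%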;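 also: 0% = median of neutral control wells and 100% = pilot-screen positive control compound; some compounds past the cut are filed as inactive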
Peg3 promoter = inhibitors of Peg3 promoter; HeLa PEG-Prom luciferase reporter, luminescence, overnight; AID 588405; inhibition, % at 20 µM; actives 1.7% (n = 360,000);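 active = inhibition of at least 50% at 20 µM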
TROY signal inh = inhibitors of TROY-dependent NF-kB signaling | Q293 LMP1-TROYcd NF-kB luciferase reporter, 4 h | inhibition, % at 10 µM | actives 0.98% (n = 360,000) | AID 1347056;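 active = compounds whose plate-normalised and pattern-corrected inhibition of the luciferase reporter signal at the single screening dose is 50% or more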
An asterisk follows results filed as active; nt = not tested or not shown. Some of the compounds tested, so the mix of outcomes need not match the whole.

SMILES	MITF TRPM1 inh	HIF-2a block	NR2E3 ag-1	TWEAK-Fn14 inh	KKLEB cytotox	CF NFkB block	NR2E3 ag-2	TRAIL sens C8	Shn3 inh set2	Peg3 promoter	TROY signal inh
Cc1cccc(OCc2nnc(SCC(=O)Nc3cc(C)on3)n2C)c1	-11	22	1	15	7	3	3	-1	4	-1	-11
CCc1nnc(NC(=O)c2ccc(S(C)(=O)=O)cc2)s1	-35	-88	-3	-42	13	2	-42	1	-26	-56	-16
CCc1sc(C(=O)N2CCN(c3ncccn3)CC2)cc1Br	-2	-12	-2	-9	-7	12	-33	1	14	8	10
O=C(CN1CCCN(Cc2ccc(F)cc2Cl)C1=O)NCc1ccccc1	-2	12	0	6	4	-10	17	5	-20	7	10
CC(C)(C)OC(=O)NCCCCCNC(=O)c1[nH]cnc1C(=O)Nc1ccc(Cl)cc1	44	0	-1	62*	-45	26	-5	43	14	29	57*
Cn1c(=O)c(C#N)c(-c2ccc(F)cc2)c2cc(C(=O)c3cc(Cl)cc(Cl)c3O)cnc21	3	-12	-1	57*	-24	46	94*	4	18	36	67*
CCOC(=O)c1ccc(N2CN(CCc3ccccc3)CNC2=S)cc1	-12	7	-2	-19	-14	-5	7	-4	-8	-4	-14
CC(C)(C)Cc1c(-c2ccco2)nc2ccc(Cl)cn12	nt	-34	nt	13	3	-2	-7	-9	-24	-28	2
Cc1[nH]n(C(N)=S)c(=O)c1N=Nc1cccc(C(F)(F)F)c1	-39	-119	5	0	-4	-22	-17	-1	-74	-249	-28
CC(C)(Cc1cccc(CC(C)(C)C(=O)O)c1)C(=O)O	6	14	-1	10	10	-26	24	9	-5	-6	6
Cn1c(N)c(C(=O)COC(=O)c2cc(-c3ccco3)nc3ccccc23)c(=O)n(C)c1=O	3	18	nt	3	-4	19	-22	9	21	23	3
CC(Oc1ccc2c3c(c(=O)oc2c1)CCC3)C(=O)NC1CCN(Cc2ccccc2)CC1 (stereo not drawn)	-2	-4	2	-1	-7	-5	-15	-27	-2	2	-3

Molecules shown so far that contain fluorine:
SMILES	MITF TRPM1 inh	HIF-2a block	NR2E3 ag-1	TWEAK-Fn14 inh	KKLEB cytotox	CF NFkB block	NR2E3 ag-2	TRAIL sens C8	Shn3 inh set2	Peg3 promoter	TROY signal inh
O=C(CN1CCCN(Cc2ccc(F)cc2Cl)C1=O)NCc1ccccc1	-2	12	0	6	4	-10	17	5	-20	7	10
Cn1c(=O)c(C#N)c(-c2ccc(F)cc2)c2cc(C(=O)c3cc(Cl)cc(Cl)c3O)cnc21	3	-12	-1	57*	-24	46	94*	4	18	36	67*
Cc1[nH]n(C(N)=S)c(=O)c1N=Nc1cccc(C(F)(F)F)c1	-39	-119	5	0	-4	-22	-17	-1	-74	-249	-28

New compounds follow
SMILES	MITF TRPM1 inh	HIF-2a block	NR2E3 ag-1	TWEAK-Fn14 inh	KKLEB cytotox	CF NFkB block	NR2E3 ag-2	TRAIL sens C8	Shn3 inh set2	Peg3 promoter	TROY signal inh
O=c1cc(CO)oc(C(Nc2ccccn2)c2ccc(F)cc2)c1O (stereo not drawn)	-3	18	1	-3	-2	-1	-11	2	3	-1	6
Cc1cc(NC(=O)/C=C/c2ccccc2)c(C(C)C)cc1O	5	1	-1	-4	7	-4	-17	4	7	-3	0
CC1CCCCC1NC(=O)CCN1C(=O)C2C3C=CC(C3)C2C1=O (stereo not drawn)	0	4	0	-10	5	-1	-9	-4	-6	-7	7
Cc1cccc2nc3ccccc3nc12	8	5	0	-5	0	-11	2	-1	-5	-2	1
CCOC(=O)c1ccc(NC(=O)CCC(=O)OC)cc1	3	14	3	-3	-1	10	-8	9	-3	2	3
CCCCC(CC)c1nnc(NC(=O)c2cccs2)s1 (stereo not drawn)	-9	-7	nt	-7	0	4	-25	0	9	-7	36
CC(C)COc1cccc(C(=O)NNC(=O)C2COc3ccccc3O2)c1 (stereo not drawn)	-5	-12	2	-3	-5	-9	-25	4	-5	4	-12
Cc1nn(Cc2ccc(Cl)cc2)c(C)c1NC(=O)c1c(-c2ccccc2)noc1C	4	30	1	10	-3	12	-27	-3	23	8	7
CN(C)CCN(C(=O)c1cc(Cl)sc1Cl)c1nc2ccc(F)cc2s1	2	-81	2	-35	8	6	-24	-14	-6	-71	-28
Cc1ccc(C(=O)Nc2cc(=O)n(C)c(=O)n2C)o1	7	4	2	10	13	-12	-3	-6	1	-8	13
CC(C)CN(C(=O)CN1CCN(S(=O)(=O)c2ccccc2)CC1)c1c(N)n(CC(C)C)c(=O)[nH]c1=O	-4	9	-4	16	-11	-9	-14	3	-6	11	3
Clc1ccc(C2Nc3cccc4cccc(c34)N2)c(Cl)c1	8	-9	nt	24	-9	-6	21	5	12	11	7
O=C(CCSc1nc2ccccc2s1)N/N=C/c1c(O)ccc2ccccc12	41	15	-1	14	1	10	-17	42	87*	54*	20
CCOc1ccc(-n2ccnc(SCC(=O)NC3CCCC3)c2=O)cc1	-8	-7	0	-14	0	8	-36	-2	7	1	23
O=S(=O)(c1ccc(NC(=S)Nc2ccccc2)cc1)N1CCOCC1	4	-9	-2	3	-8	2	18	-2	25	12	-21
CCOC(=O)c1cc(-c2ccccc2)n(CCC(=O)N2CCN(c3ccccn3)CC2)c1C	3	19	3	-4	-7	5	-33	-4	17	21	16
O=C(c1ccncc1)N1c2ccccc2Sc2ccccc21	17	26	0	3	-8	9	-16	-14	9	15	22
O=C(Nc1cccc(F)c1)Nc1ccnn1C1CCN(C(=O)c2cscn2)CC1	-19	-62	4	-10	-6	-27	2	-10	-29	-68	-24
Cc1cccc(OCc2nc3ccccc3c(=O)n2N)c1	-55	-166	4	-19	0	6	-51	15	-58	-167	-56
COc1ccccc1-c1nn(-c2ccccc2)cc1C(=O)NC1CC1	1	-1	-2	9	-4	2	16	-13	-13	4	-11
Cc1ccc(S(=O)(=O)Nc2ccsc2C#N)cc1	11	7	4	1	-9	8	-16	-11	3	6	-21
O=C(Cc1ccc(Cl)cc1)NNC(=O)C(=O)NC1CCCCC1	11	4	nt	4	-3	-2	-24	22	-15	3	2
CSc1nsc(SCC(=O)N2CCN(c3ccccc3)CC2)n1	14	2	3	12	10	-4	-28	-2	4	8	-30
CC1CCCCN1C(=O)c1ccc(NC(=O)c2ccccc2Cl)cc1 (stereo not drawn)	-7	-5	1	-6	-1	8	15	8	30	-7	3
CC1=C(C(=O)Nc2ccccc2C)C(c2ccc(C)o2)NC(=S)N1 (stereo not drawn)	7	17	-3	-1	-5	5	-9	-18	4	-3	-5
Cc1cc([N+](=O)[O-])nn1CC(=O)c1ccccc1	-8	-7	-1	3	2	-7	-20	-8	-2	-15	0
N#CCCN1CCN(C2=NC(=O)/C(=C\c3cccs3)S2)CC1	-23	-84	-4	-1	0	-10	7	-2	3	-19	29
CN(C(=O)c1cccc([N+](=O)[O-])c1)c1ccccc1C(=O)NCc1ccccc1	9	15	3	1	-9	1	-25	-17	1	11	-6
CCN(CC)S(=O)(=O)c1ccc(NC(=O)COC(=O)c2cc(S(=O)(=O)Nc3ccc(OC)cc3)ccc2O)cc1	7	3	2	20	22	-33	26	2	-1	8	14
O=C(Nc1ccc(C(=O)N2CCN(c3ccc(F)cc3)CC2)cc1)C1=CSCCO1	-17	-11	2	10	-5	7	24	-7	-18	-17	-4
CCOC(=O)C1(CCOc2ccccc2)CCN(Cc2ccc(COC)o2)CC1	16	8	4	-2	14	-8	-12	7	24	17	-8
Cc1ccc(S(=O)(=O)N2CCOCC2)cc1C(=O)O	12	9	-3	1	3	0	-4	0	18	-5	7
COc1cccc(C2C(C(=O)OCc3ccccc3)=C(C)Nc3ncnn32)c1OC (stereo not drawn)	nt	-14	-4	-20	-13	25	-10	-7	-2	19	-9
O=C(CSC1=Nc2ccccc2C2CC=NN12)Nc1ccc(F)c(F)c1F (stereo not drawn)	19	20	2	-29	-10	25	-9	-5	11	10	2
CCOC(=O)c1c(C)[nH]c(C(=O)OCC(=O)Nc2cc(Cl)ccc2OC)c1C	11	9	-5	-15	-40	38	-9	-15	21	39	18
Cc1ccc(S(=O)(=O)N(CCC(=O)N2CCOCC2)c2ccccc2)cc1	5	6	nt	0	8	-3	-20	-21	-8	-1	-26
CC(C)(C)n1cc(S(=O)(=O)c2ccccc2)[nH]c1=O	7	10	2	-10	5	-26	21	-1	-11	10	13
Cc1cccc(N2CCC(N3CCN(C4CCCCC4)C(CCO)C3)CC2)c1C (stereo not drawn)	7	8	2	14	0	8	-28	10	9	29	10
COc1ccc(/C=C2\SC(=S)N(CCCC(=O)N3CCN(C)CC3)C2=O)cc1	2	45*	1	-13	0	-8	-22	-13	-22	-25	-31
O=C(COc1ccccc1-c1ccccc1)N/N=C/c1ccc2ccccc2c1	29	21	-2	2	-39	62*	3	-45	13	32	28
O=C(OCCCOC(=O)c1ccc([N+](=O)[O-])o1)c1ccc([N+](=O)[O-])o1	54	-2	0	0	-14	31	-19	17	-9	22	2
COc1ccc(NC(=O)CN(c2ccc([N+](=O)[O-])cc2)S(=O)(=O)c2ccccc2)cc1	8	15	-1	39	2	16	4	28	-6	33	-2
Cc1ccccc1NC(=O)CCN1C(=O)CSC1=O	-3	-2	2	-6	14	-7	2	8	-17	-2	-3
CC(=O)Nc1cccc(OCCCNS(=O)(=O)c2ccc(C#N)cc2)c1	3	19	1	2	0	0	17	-26	33	1	-5
C=CCC[C@H](Cc1ccc(F)cc1)C(=O)OC[C@H](Cc1c[nH]c2ccccc12)NC(=O)[C@H](CC=C)CC(=O)N(CCO)Cc1ccccc1	13	-2	nt	57*	-13	30	-14	26	83	45	33
O=S(=O)(c1ccc2c(c1)OCCO2)N1CCC(c2nc3ccc(Cl)cc3[nH]2)CC1	23	24	-2	-4	-19	5	39	11	36	29	13
COc1ccc(C=NNC(=O)CCCC(=O)NN=Cc2ccc(OC)c(O)c2)cc1O	2	5	nt	10	-7	1	-21	-9	3	-2	-7
COc1ccc(OC)c(Nc2cc(C)c3ccccc3n2)c1	14	19	5	9	-6	-2	-11	23	10	19	-5
Cc1c(C(=O)O)cccc1-c1ccc(/C=C2/NC(=O)N(c3ccccc3)C2=O)o1	nt	-99	-1	-11	8	16	-72	-8	-25	-130	-21
S=c1[nH]nc(C2COc3ccccc3O2)o1 (stereo not drawn)	0	0	3	-4	6	-11	-25	2	-7	17	-7
Cc1ccc(NC(=S)NCc2ccc(S(N)(=O)=O)cc2)c(C)c1	-6	11	-1	-10	4	-12	-13	-3	-13	-2	0
O=S(N1CCc2ccccc21)C12CC3CC(CC(C3)C1)C2 (stereo not drawn)	3	-2	0	-10	-3	-9	-30	-7	15	20	-11
COc1ccc(CC(=O)NC(C)c2nnc(SCc3nc4ccccc4c(=O)[nH]3)n2C)cc1 (stereo not drawn)	15	5	6	75*	5	4	5	-10	-6	7	nt
COc1ccc(NCc2cc(=O)oc3cc(NC(C)=O)ccc23)cc1	-6	-15	2	-27	-9	5	-22	1	-10	-6	-21
